D1 agonist: Allosteric Agonists of the Human D1 Dopamine Receptor: qHTS; HEK293 T-REx D1 cells, calcium flux, agonist mode; AID 504660, 2011; 1% of 360,000 active; activation, % at 2 µM; D(1A) dopamine receptor (Homo sapiens), P21728; further: 0% is about no effect
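Tetracycline-induced HEK293 TREx D1 cells, force-coupled to calcium signalling, were dye-loaded with a no-wash calcium kit. Compound was pin-added after a 10 s baseline. Fluorescence was read kinetically at 1 cycle/s for 180 s, with calcium rises flagged as agonism.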
TRHR enhancer: qHTS for Small Molecule Agonists and Allosteric Enhancers of Human TRH Receptor: Primary Screen for Enhancers; Thyrotropin-releasing hormone receptor (Homo sapiens), P34981; TRHR cells, fluo-8 calcium fluorescence, EC20 TRH enhancement; enhancement, % at 2 µM; 0.66% of 360,000 active; in the data active means enhancement above about 30%; further: 0% is about no effect
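Enhancer read-out: after compound pinning and an initial kinetic agonist-mode read, an EC20 of TRH (10 nM final) was injected and fluo-8 calcium signal (Ex 480/Em 530) followed at 1 s/cycle for 100 cycles in TRHR-expressing cells.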
D2 ag: HTS Assay for Allosteric Agonists of the Human D2 Dopamine Receptor: Primary Screen for Agonists. D(2) dopamine receptor (Homo sapiens), P14416. HEK293 T-REx D2 cells, calcium flux agonist mode. activation, % at 2 µM. 0.53% of 340,000 active. AID 485358, 2010;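 active means activation over 3 SD above normal in the single-dose calcium agonist read, cut at about 30% in these data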; further: 0% is about no effect
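HEK293 Trex D2 cells, tetracycline-induced, o/n 30 C 5% CO2; no-wash Ca dye, RT 30–90 min; 10-cycle baseline, 23 nl cpd added, kinetic Ca read 180 s; agonist hits = positive Ca response.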
D1 potentiator: Potentiators of Human D1 Dopamine Receptor: qHTS; D(1A) dopamine receptor (Homo sapiens), P21728; HEK293 TREx D1 cells, calcium flux, dopamine EC20 potentiation; 0.036% of 360,000 active; potentiation, % at 10 µM; in the data active means potentiation above about 30%; further: 0% is about no effect
D2 antagonist: HTS Assay for Allosteric Antagonists of the Human D2 Dopamine Receptor: Primary Screen for Antagonists; D(2) dopamine receptor (Homo sapiens), P14416; HEK293 TREx D2 cells, calcium flux, dopamine EC80; inhibition, % at 10 µM; 2% of 340,000 active; in the data active means inhibition above about 30%; further: 0% is about no effect
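Measurement of antagonist activity uses fluorescent calcium dye in inducible HEK293 T-REx D2 cells: 10 s baseline, compound addition with 180 s read, EC80 dopamine addition with a further 180 s read.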
D2 PAM: HTS Assay for Positive Allosteric Modulators of the Human D2 Dopamine Receptor: Primary Screen for Potentiators; D(2) dopamine receptor (Homo sapiens), P14416; HEK293 T-REx D2, calcium flux, EC20 dopamine potentiation; potentiation, % at 10 µM; 0.34% of 340,000 active;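 active means potentiation over 3 SD above the plate norm, cut at about 30% in these data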; further: 0% is about no effect
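Tetracycline-induced HEK293 T-REx cells force-coupled to calcium signalling expressed D2; compounds were pin-added after a 10 s baseline, read kinetically 180 s, then an EC20 dopamine challenge followed with a further 180 s calcium read.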
D1 antagonist: Antagonist of Human D 1 Dopamine Receptor: qHTS; activity change, negative = inhibition, % at 10 µM; AID 504652, 2011; 3.2% of 360,000 active; D(1A) dopamine receptor (Homo sapiens), P21728; HEK293 TREx D1 cells, calcium flux, dopamine EC80; active compounds read low; in the data active means activity change below about -30%; further: on the % scale 0 is the no-effect control and ±100 the full control effect
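Using tetracycline-induced force-coupled D1 Hek293 cells and a calcium dye, signals were followed for 180 s after compound, then for 180 s after EC80 dopamine, to detect inhibitors.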
TRHR agonist: qHTS for Small Molecule Agonists and Allosteric Enhancers of Human TRH Receptor: Primary Screen for Agonists; Thyrotropin-releasing hormone receptor (Homo sapiens), P34981; TRHR cells, calcium flux fluo-8, FDSS agonist mode; activation, % at 2 µM; AID 493084, 2011; 0.18% of 360,000 active; further: 0% is about no effect
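In this calcium-flux screen, cells bearing human TRHR are dye-loaded with fluo-8, baselined for 10 cycles, then exposed to library compounds; positive kinetic calcium responses during the agonist phase mark hits, with TRH as control.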
RXFP1 antag: qHTS Assay for Antagonists of the Relaxin Receptor RXFP1. activity change, negative = inhibition, % at 57.5 µM. AID 1259400, 2018. Relaxin receptor 1 (Homo sapiens), Q9HBX9. HEK293-RXFP1, relaxin-stimulated cAMP HTRF, 30 min; active compounds read low. 0.59% of 350,000 active;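 active means activity change of -60% or lower, but not beyond a set lower limit; inconclusive means change between -60% and -40%, or beyond the set limit; inactive means change above -40%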; further: on the % scale 0 is the no-effect control and ±100 the full control effect
Target sequence (Q9HBX9 whole entry, looked up): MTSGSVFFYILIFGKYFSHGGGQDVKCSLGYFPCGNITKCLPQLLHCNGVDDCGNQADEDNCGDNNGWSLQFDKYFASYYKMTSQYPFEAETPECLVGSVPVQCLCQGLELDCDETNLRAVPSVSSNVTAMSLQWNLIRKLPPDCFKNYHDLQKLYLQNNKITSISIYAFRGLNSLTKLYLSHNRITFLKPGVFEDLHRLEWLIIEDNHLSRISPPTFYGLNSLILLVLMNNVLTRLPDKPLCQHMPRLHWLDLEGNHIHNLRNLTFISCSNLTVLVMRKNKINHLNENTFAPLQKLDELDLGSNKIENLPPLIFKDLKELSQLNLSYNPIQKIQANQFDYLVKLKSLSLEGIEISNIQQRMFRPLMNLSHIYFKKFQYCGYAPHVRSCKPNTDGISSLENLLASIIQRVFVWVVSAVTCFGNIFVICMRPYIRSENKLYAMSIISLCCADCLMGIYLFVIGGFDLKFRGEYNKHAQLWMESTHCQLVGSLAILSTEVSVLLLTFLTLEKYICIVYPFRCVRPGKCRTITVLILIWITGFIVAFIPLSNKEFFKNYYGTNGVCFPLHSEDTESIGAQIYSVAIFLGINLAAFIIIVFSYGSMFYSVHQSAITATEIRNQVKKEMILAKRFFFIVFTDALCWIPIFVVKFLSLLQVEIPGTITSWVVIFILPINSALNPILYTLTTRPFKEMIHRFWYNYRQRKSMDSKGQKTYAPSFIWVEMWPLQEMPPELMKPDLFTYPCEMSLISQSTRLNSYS
Active calls of the source: *; ? = inconclusive; nt = no result given; & = joins results of further samples; ! = repeats disagree. Unless noted, no stated cut-off is given here; in the data, active means activation above about 30%; inactive means the rest.

SMILES | D1 agonist | TRHR enhancer | D2 ag | D1 potentiator | D2 antagonist | D2 PAM | D1 antagonist | TRHR agonist | RXFP1 antag
C=CC[N+]1(CC#Cc2ccccc2)CCCC1 | 1 | 11 | 0.3 | -1 | 20 | 1 | 0 | 0.4 | -11
O=C(Nc1cccnc1)c1sc2cccc(F)c2c1Cl | -2 | 5 | 1.8 | 0 | 5 | 0 | 9 | -0.5 | -13
CC1CCCCN1Cc1c(O)ccc2c(=O)c(-c3ccccc3Cl)c(C(F)(F)F)oc12 (stereo not drawn) | -1 | -13 | 0.6 | -2 | nt | 14 | 8 | -0.7 | nt
Cc1c(C(=O)N2CCN(CC(=O)Nc3ccccc3Cl)CC2)oc2ccc(Br)cc12 | 1 | 4 | -1.3 | -4 | -21 | 17 | 3 | -0.2 | 4
C=CCn1c(=NC(=O)c2ccccc2[N+](=O)[O-])sc2cc(S(C)(=O)=O)ccc21 | 3 | 6 | -1.4 | 0 | 3 | 13 | 3 | -0.2 | 0
CC(C)(C)c1cc(C(=O)N/N=C/c2cc3c(cc2Br)OCO3)n[nH]1 | 3 | -3 | -2.4 | -2 | 49* | -21 | -14 | 1.8 | -16
Cc1ccc(S(=O)(=O)N2CCN(S(=O)(=O)N3CCCCC3)CC2)cc1C | 0 | -3 | -2.6 | 5 | -24 | nt | 8 | 0.0 | 0
COc1ccc(N2CCN(C(=O)CNC(=O)Cn3c(C)cc4ccccc4c3=O)CC2)cc1 | -1 | 3 | 0.0 | 2 | -3 | 2 | -12 | -0.7 | -21
N#CC1=C(N)Oc2cc(N)ccc2C1c1cc(Br)cs1 (stereo not drawn) | 22 | 4 | -0.3 | -7 | -35 | 0 | 0 | 5.5 | -11
CC(C)(C)c1ccc(C(=O)Oc2ccccc2CCC(=O)O)cc1 | 11 | -2 | -0.9 | -4 | -24 | -2 | 7 | -1.1 | -7
CCCC1NC(C(=O)O)Cc2c1[nH]c1ccccc21 (stereo not drawn) | 3 | 5 | 6.5 | 8 | 4 | -4 | 3 | -1.8 | -7
O=C(NCCc1csc(-c2cccnc2)n1)c1ccccc1Br | 3 | -3 | -0.6 | -4 | 8 | -8 | -7 | -0.3 | 6
CCn1cc(CN2CCC(n3nccc3NC(=O)c3cccc(F)c3)CC2)c(C)n1 | -1 | 1 | 10 | 1 | 17 | -5 | 13 | 0.7 | -7
CCc1cccc(C)c1NC(=O)CCCC(=O)O | 6 | -4 | 0.1 | -2 | 9 | 0 | 16 | 1.0 | -3
CN(Cc1ccccc1)S(=O)(=O)c1ccc(NC(=S)NC(=O)C2CCCCC2)cc1 | 4 | -7 | 1.0 | -9 | 15 | -4 | -11 | 0.5 | -10
O=C(Cn1c(=O)c2c3c(sc2n(Cc2ccccc2)c1=O)CCCC3)NCCO | 7 | 8 | -1.2 | -7 | 3 | -7 | 5 | -0.2 | -15
O=C(O)Cn1c(SCCOc2ccccc2F)nc2ccccc21 | 1 | 2 | 0.0 | 2 | -1 | 2 | 17 | 0.3 | -1
O=C(NCc1cccnc1)c1cc(C(=O)C2CC2)c[nH]1 | 1 | 0 | -1.5 | 0 | 22 | 4 | -2 | 0.4 | -10
CS(=O)(=O)N(CC(=O)NCCC1=CCCCC1)C1CCCCC1 | -1 | 1 | -1.2 | 0 | -24 | 4 | 4 | 0.1 | ?
Cc1ccc(NC(=O)CSc2nnc(-c3cccs3)o2)cc1S(=O)(=O)N1CCCCC1 | 4 | -6 | 0.8 | 0 | 4 | -4 | 20 | 0.3 | -4
O=C(CCC(=O)c1cccs1)OCC(=O)c1ccc(Cl)s1 | 2 | -1 | -0.6 | 2 | -8 | 13 | 1 | -0.8 | -11
S=c1[nH]nc(COc2ccc(Cl)cc2)n1Cc1ccccc1 | 1 | 4 | -0.7 | 0 | -12 | 8 | -16 | -0.1 | -20
Nc1c(C(=O)NCc2ccc3c(c2)OCO3)c2nc3ccccc3nc2n1CCCN1CCOCC1 | 0 | 1 | 0.0 | -6 | -2 | 14 | 4 | -2.2 | -15
CC(=O)Nc1cc(NC(C)=O)cc(C(=O)N2CCCC3CCCCC32)c1 (stereo not drawn) | 6 | 0 | -0.3 | -10 | -2 | -8 | 2 | 1.0 | 7
COc1ccc(COC(=O)c2sc3nc4n(c(=O)c3c2C)CCC4)cc1 | 6 | 4 | 0.2 | -4 | -7 | 0 | -9 | 0.0 | -1
(next part)
SMILES | D1 agonist | TRHR enhancer | D2 ag | D1 potentiator | D2 antagonist | D2 PAM | D1 antagonist | TRHR agonist | RXFP1 antag
C[C@H]1COC2=C1C(=O)C(=O)c1c2ccc2c1CCCC2(C)C | -2 | 6 | 0.1 | -2 | -6 | 9 | 12 | -0.4 | nt
COc1ccc(OC)c(CCNC(=O)CCCc2nnc3n(C)c(=O)c4sccc4n23)c1 | -4&1 | 56*! | -0.6&0.0 | -4&3 | 14 | 3&3 | 0&8 | 1.0&-0.3 | 36&-6
Cc1cccc(OCCC(=O)OC(C)C(=O)Nc2ccc(Cl)cn2)c1 (stereo not drawn) | 6 | 0 | -0.5 | -5 | 7 | -4 | -9 | 0.2 | -16
Cc1ccc(CN2CCN(/N=C/c3ccc(C(=O)O)cc3)CC2)cc1 | 8 | -1 | 1.0 | 11 | -1 | 8 | 3 | 0.6 | nt
Cc1noc(Cn2c(=O)c3ccccc3n(CC(=O)Nc3cccc(Cl)c3C)c2=O)n1 | -1 | -1 | -0.3 | 0 | nt | 10 | 10 | 0.0 | -8
NC(=O)c1nsc(C(=O)N(Cc2cccnc2)C(C(=O)NCc2ccccc2)c2ccc(O)cc2)c1N (stereo not drawn) | 1 | 1 | -0.7 | -3 | 4 | 5 | -2 | 0.4 | 9
COc1ccc(CNC(=O)COCc2cc(-c3cccs3)on2)cc1 | -1 | 1 | -0.8 | 4 | nt | 2 | -3 | -0.5 | -11
COc1ccc(NC(C)=O)cc1C | 2 | -1 | 0.5 | -7 | -3 | 20 | -21 | -0.5 | -5
OCCNc1ncnc2c1cnn2Cc1ccccc1 | 2 | 2 | 0.8 | -3 | -8 | 8 | 9 | 0.2 | 2
Cc1nc(NC(=O)c2ccccc2)sc1-c1csc(N)n1 | 4 | -1 | 2.8 | -8 | -4 | 8 | 39 | 0.3 | 9
CCN(CC)CCN1C(=O)c2cccc3cc(N)cc(c23)C1=O | 18 | -2 | 11 | 3 | 16 | -10 | 8 | 22 | -9
O=C(Cn1ccn(-c2ccc(F)c(F)c2)c(=O)c1=O)NCCc1ccccc1 | 3&2 | 20&-7 | 0.6&0.0 | -6&3 | 21 | 12&3 | -6&3 | 0.1&0.1 | 9&19
Cc1cc(/C=N/NC(=O)c2cccs2)c(C)n1-c1ccccc1 | 1 | -3 | -3.0 | -3 | -5 | 10 | -39* | -0.2 | -16
Cc1nc(SC(C)C)[nH]c(=O)c1Cc1ccccc1 | 4 | 10 | -0.4 | -5 | -8 | -2 | -31* | -0.6 | 1
Cc1cc(C)cc(NC(=O)N2CCCC2C(=O)Nc2ccc(-n3cnnn3)c(C)c2)c1 (stereo not drawn) | 1 | -1 | 0.5 | -2 | -11 | -14 | -9 | -0.8 | -33
COc1cccc(C(=O)NC2CC3CCCC(C2)N3Cc2ccc(C)cc2)c1 (stereo not drawn) | 5 | 2 | -0.8 | -10 | 77* | -18 | -22 | 0.0 | 0
O=C(NCc1cccnc1)c1ccc(Cn2c(=S)[nH]c3ccc(Br)cc3c2=O)cc1 | 3 | -6 | 1.6 | -4 | 3 | -11 | -10 | -0.2 | -16
COc1ccccc1-c1c(C)nn2c(N3CCN(Cc4ccccc4)CC3)cc(C)nc12 | 1 | -13 | -0.3 | nt | 14 | -8 | 5 | 0.4 | nt
Cc1ccc2c(CC(=O)NCCc3ccc(S(N)(=O)=O)cc3)coc2c1 | 2 | 0 | 2.1 | -4 | 22 | -12 | -8 | 0.8 | -11
Cc1ccc(-c2nc3cnccn3c2Nc2ccccc2)o1 | 1 | 1 | 0.0 | -8 | 7 | -21 | -4 | -0.3 | nt
O=C(Nc1nc(-c2ccccc2)cs1)c1cccc([N+](=O)[O-])c1 | 6 | 1 | 0.2 | -8 | -27 | -25 | -26 | -0.1 | -21
Cc1ccc(C)c(-c2nnc(NC(=O)CS(=O)(=O)c3ccccc3)o2)c1 | 4 | 6 | -0.1 | -4 | -2 | 18 | -12 | -0.5 | -24
CNC(=O)C1CC(=O)N/C(=N/N=C(\C)c2cccs2)S1 (stereo not drawn) | 0 | -1 | 0.0 | 0 | 0 | -9 | -32* | 0.0 | 3
Cc1ccc2nc3n(c(=O)c2c1)-c1ccc(Cl)cc1C(=O)NC3Cc1ccccc1 (stereo not drawn) | 1 | 1 | 0.2 | -2 | -11 | -4 | -6 | -0.4 | nt
CS(=O)(=O)c1ccc(Cl)c(NC(=O)COC(=O)c2ccc(-n3cnnn3)cc2)c1 | 1 | 3 | 0.8 | -6 | -3 | -4 | 10 | 0.3 | -12
COc1cc([N+](=O)[O-])ccc1NC(=O)CN1CCOCC1 | 1 | -6 | 6.3 | 4 | 6 | -10 | -19 | 0.6 | -3
Cc1ccccc1Cn1c([N+](=O)[O-])cnc1C | 5 | 1 | nt | 0 | nt | nt | 8 | 0.1 | 5
CCC(CC)C(=O)Nc1ccncc1 | 0 | 2 | 1.4 | -6 | -3 | 18 | -46* | 0.0 | nt
CC1(C)CC(=O)C=C(Nc2ccccc2F)C1 | 5 | 6 | 0.3 | 2 | 7 | -4 | 4 | -0.6 | 3

At a glance, some entries already given.
SMILES | D1 agonist | TRHR enhancer | D2 ag | D1 potentiator | D2 antagonist | D2 PAM | D1 antagonist | TRHR agonist | RXFP1 antag
Cc1ccc(-c2nc3cnccn3c2Nc2ccccc2)o1 | 1 | 1 | 0.0 | -8 | 7 | -21 | -4 | -0.3 | nt
O=C(Nc1nc(-c2ccccc2)cs1)c1cccc([N+](=O)[O-])c1 | 6 | 1 | 0.2 | -8 | -27 | -25 | -26 | -0.1 | -21
Cc1ccc(C)c(-c2nnc(NC(=O)CS(=O)(=O)c3ccccc3)o2)c1 | 4 | 6 | -0.1 | -4 | -2 | 18 | -12 | -0.5 | -24

Arranged by value in D1 agonist (largest number first): some entries from above.
Molecule	D1 agonist	TRHR enhancer	D1 potentiator	D2 antagonist	D2 PAM	D1 antagonist	TRHR agonist	RXFP1 antag
CCc1cccc(C)c1NC(=O)CCCC(=O)O	6	-4	-2	9	0	16	1.0	-3
Cc1ccc(-c2nc3cnccn3c2Nc2ccccc2)o1	1	1	-8	7	-21	-4	-0.3	nt
CS(=O)(=O)N(CC(=O)NCCC1=CCCCC1)C1CCCCC1	-1	1	0	-24	4	4	0.1	?

Screening data from PubChem.
